LDHA inh: qHTS assay for inhibitors of human lactate dehydrogenase; L-lactate dehydrogenase A chain (Homo sapiens), P00338; purified LDHA, NADH/diaphorase-resazurin fluorescence; active compounds read low; 480,000 compounds, 0.15% hits; activity change, % (values are at about 110 or 230 µM); AID 1347041, 2019; in the data active means activity change below about -30%; inconclusive means mostly about -25% to -30%;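 further: plate controls were DMSO wells for no effect and wells without enzyme for full effect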
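Enzyme activity of human lactate dehydrogenase 5 (2 nM; 0.06 mM NADH, 0.2 mM pyruvate, 5 min, RT) is measured via a resazurin/diaphorase fluorescence readout of residual NADH.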
POLB inh: qHTS Assay for Inhibitors of DNA Polymerase Beta; AID 485314, 2010; P06746; Pol beta primer extension/strand displacement, fluorescence kinetic; Potency, µM (series often up to 114 µM), without a hit: top-dose activity change, negative = inhibition, hits mostly inhibitors; 340,000 compounds, 1.3% hits; further: potency means the concentration at half of the fitted maximal effect; on the % scale 0 is the no-effect control and ±100 the full control effect
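Enzyme-only controls used 10 nM Pol beta; buffer lacking enzyme served as negative control. Compound preincubated 15 min, then 50 nM substrate added; 0 and 10 min reads at room temperature.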
POLI inh: qHTS for Inhibitors of Polymerase Iota; DNA polymerase iota (Homo sapiens), Q9UNA4; Pol iota fluorescent replication assay, 10 min; Potency, µM (highest dose often 115 µM), without a hit: top-dose activity, negative = inhibition, most hits filed as inhibitors; 390,000 compounds, 1% hits; AID 588590, 2011; further: potency means the concentration at half of the fitted maximal effect
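Fluorescent replication assay read twice, at 0 min and 10 min after adding 50 nM (final) substrate. Enzyme (10 nM) and compounds were first incubated 15 min at room temperature; enzyme-free buffer wells were negative controls.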
POLK inh: qHTS for Inhibitors of Polymerase Kappa | DNA polymerase kappa (Homo sapiens), Q9UBT6 | purified Pol kappa, fluorescent DNA synthesis assay, 10 min | Potency, µM (series often up to 107 µM), for the others: at the top dose activity, negative = inhibition, usual class: inhibitors | 400,000 compounds, 0.53% hits; further: potency means the concentration at half of the fitted maximal effect; on the % scale 0 is the no-effect control and ±100 the full control effect
Target sequence (Q9UBT6 whole entry, looked up): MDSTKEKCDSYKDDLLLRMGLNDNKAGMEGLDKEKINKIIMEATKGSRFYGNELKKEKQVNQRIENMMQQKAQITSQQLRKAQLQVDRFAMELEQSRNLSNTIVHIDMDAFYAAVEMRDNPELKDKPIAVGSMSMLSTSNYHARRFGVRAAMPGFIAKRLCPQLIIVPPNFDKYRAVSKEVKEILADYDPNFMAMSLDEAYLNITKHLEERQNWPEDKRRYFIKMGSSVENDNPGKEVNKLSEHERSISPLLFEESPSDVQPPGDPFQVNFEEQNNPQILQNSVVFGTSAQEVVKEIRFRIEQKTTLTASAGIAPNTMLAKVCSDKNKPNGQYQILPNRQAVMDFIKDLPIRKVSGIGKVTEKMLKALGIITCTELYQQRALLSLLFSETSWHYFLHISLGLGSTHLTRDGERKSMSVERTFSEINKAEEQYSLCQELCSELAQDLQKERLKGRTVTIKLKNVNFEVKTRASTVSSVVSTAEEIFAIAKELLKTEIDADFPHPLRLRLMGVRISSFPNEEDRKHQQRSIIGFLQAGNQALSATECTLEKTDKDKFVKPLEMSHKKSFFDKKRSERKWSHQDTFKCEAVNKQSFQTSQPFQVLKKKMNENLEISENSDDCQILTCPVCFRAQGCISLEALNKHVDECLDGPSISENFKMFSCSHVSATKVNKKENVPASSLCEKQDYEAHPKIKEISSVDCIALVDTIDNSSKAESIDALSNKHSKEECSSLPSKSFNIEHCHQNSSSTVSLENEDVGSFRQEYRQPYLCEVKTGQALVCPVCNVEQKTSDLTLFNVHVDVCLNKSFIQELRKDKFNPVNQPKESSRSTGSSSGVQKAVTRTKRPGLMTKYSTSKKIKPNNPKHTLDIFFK
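Inhibition of 10 nM Pol kappa is measured by a fluorescent read-out at 0 and 10 min following addition of 50 nM substrate (final), with a 15-min room-temperature compound preincubation.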
GRP78 ERSR act: qHTS for Inducers of the Endoplasmic Reticulum Stress Response (ERSR) in Human Glioma: qHTS; 420,000 compounds, 0.02% hits; U87-MG GRP78 promoter luciferase reporter, 16 h; Potency, µM, for inactives: top-dose activation, most hits filed as activators; further: potency means the concentration at half of the fitted maximal effect; series mostly up to about 76 µM; % of control where 0% means no effect; nearly all actives have a fitted effect of over 35% in size
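ERSR induction read as luciferase luminescence (Bright-Glo, 10 min at room temperature) in stably transfected human U87-MG glioma cells exposed to compounds for 16 h, using GRP78 as sensor.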
BLM inh: qHTS Assay for Inhibitors of Bloom's syndrome helicase (BLM); RecQ-like DNA helicase BLM (Homo sapiens), P54132; recombinant BLM DNA unwinding, fluorescence dequenching; Potency, µM (top dose mostly 56.1 µM), for the others: top-dose activity change, negative = inhibition, most hits filed as inhibitors; 350,000 compounds, 0.2% hits; AID 2528, 2010;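 further: potency means the concentration at half of the fitted maximal effect; plate controls were vehicle for no effect and no enzyme for full effect; nearly all actives have a fitted effect of over 35% in size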
Apoferritin bind: qHTS Assay for Identification of Novel General Anesthetics; 350,000 compounds, 0.074% hits; apoferritin/1-aminoanthracene competitive binding, fluorescence; Potency, µM (series often up to 77.5 µM), for the others: at the highest dose activity change, negative = displacement, actives largely listed as inhibitors; AID 485281, 2010; further: potency means the concentration at half of the fitted maximal effect; on the % scale 0 is the no-effect control and ±100 the full control effect; nearly all actives have a fitted effect of over 20% in size
Target sequence (P02791 2-175 limits assumed): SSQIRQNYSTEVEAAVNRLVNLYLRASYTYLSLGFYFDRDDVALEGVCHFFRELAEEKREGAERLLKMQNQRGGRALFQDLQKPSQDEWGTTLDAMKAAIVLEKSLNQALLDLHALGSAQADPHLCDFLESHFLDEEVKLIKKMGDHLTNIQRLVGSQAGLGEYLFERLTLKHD
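Horse-spleen apoferritin (10 uM) was mixed with 50% saturated 1-aminoanthracene in PBS, exposed to compounds for 10 min at room temperature, and read for fluorescence (ex 380 nm, em 535 nm). Competitive displacement was fitted with a four-parameter Hill equation.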
APEX1 inh: qHTS Assay for Inhibitors of the Human Apurinic/apyrimidinic Endonuclease 1 (APE1); Potency, µM (top dose mostly 65.8 µM), for the others: at the highest dose activity change, negative = inhibition, actives largely listed as inhibitors; DNA repair nuclease/redox regulator APEX1 (Homo sapiens), P27695; 350,000 compounds, 0.35% hits; AID 2517, 2012; recombinant APE1, TAMRA/BHQ-2 abasic DNA cleavage fluorescence;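 further: potency means the concentration at half of the fitted maximal effect; plate controls were vehicle for no effect and reference inhibitor for full effect; nearly all actives have a fitted effect of over 55% in size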
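Quantitative HTS: incision of a TAMRA/BHQ-2 double-stranded substrate bearing a tetrahydrofuran abasic site by 0.75 nM APE1 raises fluorescence. Substrate 50 nM final, added after 15 min compound preincubation at room temperature; progress as third-minus-first kinetic read difference.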
Pol eta inh: qHTS for Inhibitors of Polymerase Eta | Potency, µM (series often up to 114 µM), for the others: top-dose activity change, negative = inhibition, hits mostly inhibitors | recombinant Pol eta, fluorescent DNA replication assay | DNA polymerase eta (Homo sapiens), Q9Y253 | 390,000 compounds, 1.2% hits; further: potency means the concentration at half of the fitted maximal effect; on the % scale 0 is the no-effect control and ±100 the full control effect
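Pol eta (10 nM) was preincubated with compounds for 15 min at room temperature, after which fluorescent replication substrate (50 nM final) was added to start the reaction. Fluorescence was read kinetically at 0 and 10 min.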
Numbers without * were called inactive; ? = inconclusive; / = no result given; & = joins results of further samples; [ ] = remark or other dose. Unless noted, the call rests on the fitted dose curve; in most records, active means well fitted curve in the direction sought with a large enough effect; inconclusive means small, poorly fitted or top-dose-only effect, or another doubt; inactive means no such curve, though single readings can be large; an effect the other way counts as inactive or inconclusive.

SMILES	LDHA inh	POLB inh	POLI inh	POLK inh	GRP78 ERSR act	BLM inh	Apoferritin bind	APEX1 inh	Pol eta inh
CC(=O)/C=C/n1c(=S)oc2ccccc21	0	19%	?	-2%	-13%	-2%	3%	5%	?
CCO/C(C)=N/n1c2nc3ccccc3nc2c2c(=O)n(C3CCCC3)c(C)nc21	-2	1%	64%[activator]	-1%	-4%	1%	-12%	1%	-17%
O=c1[nH]c(CN2CCN(c3ncccn3)CC2)nc2c(Br)cc(Br)cc12	-8	-25%	31%[activator]	2%	-5%	-3%	-9%	3%	-22%
COCCNC(=O)Nc1ccc2nc(-c3ccco3)c(-c3ccco3)nc2c1	6	2.2µM*	2.8µM*	3.2µM*	-4%	13µM*	249%[activator]	6.3µM*	2.8µM*
O=C(COc1ccccc1[N+](=O)[O-])N(Cc1ccco1)c1ccccn1	-3	18%	20%	13%	1%	-1%	-10%	/	-9%
Cc1cc(C)c2c(n1)SCC(=O)N2CC(=O)Nc1ccccc1Cl	-5	-22%	-6%	0%	-1%	1%	-17%	6%	-2%
C/C(=N\NC(=O)CSc1nc2ccccc2[nH]1)c1ccncc1	-7	3%	52%[activator]	-2%	2%	-12%	?	-4%	-1%
O=C(CN1CCN(S(=O)(=O)c2ccc(Cl)cc2)CC1)Nc1ccc(N2CCOCC2)cc1	0	?	36%[activator]	-11%	0%	-1%	-2%	-1%	-20%
O=S(=O)(c1cc(F)ccc1F)N1CCC2(CC1)OCCN2S(=O)(=O)c1cccs1	-6	/	2%	-4%	-7%	/	/	-13%	-7%
CCOC(=O)C1=NN(C(=O)Cc2ccccc2)C(O)(C(C)(C)C)C1 (stereo unspecified)	-2	-11%	52%[activator]	1%	-3%	-8%	-3%	20%	-12%
CCn1cc(C(=S)N2CCC(C(N)=O)CC2)c2ccccc21	-1	0%	14%	10%	-1%	2%	-5%	1%	-10%
COc1ccc(OCc2nnc(NC(=O)Nc3ccc(F)cc3)s2)cc1	-2	6%	-25%	-5%	-3%	-2%	-2%	5%	-2%
CCCCCN(C(=O)CCC(=O)OC(C)C(=O)NCc1ccccc1)c1c(N)n(CCCC)c(=O)[nH]c1=O (stereo unspecified)	-4	/	9%	6%	-5%	/	/	12%	-2%
CCOc1cc2c(C#N)c(N3CCOCC3)nc(N)c2c(N)n1	6	82%	-4%	-5%	-3%	-24%	77%[activator]	-1%	-2%
COc1cccc(C2(O)CCN(C(=O)C(C)C)CC2)c1	-1	10%	20%	5%	-2%	-4%	-1%	2%	-21%
CCC(=O)C1CCCN(C(=O)CCc2nnc(C3(c4ccc(Cl)cc4)CCC3)o2)C1 (stereo unspecified)	-6	5%	17%	0%	9%	-1%	-16%	35%	-14%
Cc1cc(O)c(C(=O)c2ccccc2C(=O)O)cc1C	4	0%	-7%	0%	-5%	-1%	-8%	8%	-11%
COc1cccc(NC(=O)CSc2nccn2C2CCCC2)c1	-7	11%	-12%	-5%[60.1 µM]	0%	-3%	-6%	/	-15%
Brc1cccc(OCCCNC2CCCC2)c1	-8	4%	16%	-1%	-6%	-7%	-8%	-15%	-11%
Cc1cccc(N2CCN(CC(=O)N(C3CCCC3)C3CCS(=O)(=O)C3)CC2)c1C (stereo unspecified)	1	/	46%[activator]	-13%	-5%	/	/	0%	-24%
COc1cc(OC)c(C2=NOC(C(=O)Nc3c(C)nn(CC(=O)N4CCCC4)c3C)C2)cc1Cl (stereo unspecified)	-2	4%	33%[activator]	4%	-2%	-1%	-10%	-5%	2%
Cc1c(C(=O)N2CCN(c3ccc(F)cc3)CC2)sc2ncnc(N3CCN(c4ccccn4)CC3)c12	-9	0%	12%	-15%	-1%	-5%	-8%	-11%	-17%
Cc1ccc(O)c(-c2cc(-c3ccccc3[N+](=O)[O-])[nH]n2)c1	-2	2%	-1%	-10%	-1%	-6%	?	-1%	-25%
CCSc1nnc2nc(C)cc(C)n12	-1	1%	0%	-12%	-3%	-2%	-9%	-1%	-8%
COc1ccc(C2CC(c3ccccc3)=NN2C(=O)CCC(=O)O)cc1 (stereo unspecified)	0	15%	-21%	-5%	-5%	-10%	-5%	7%	-8%
CCOc1ccc(/C=C/C(=O)Nc2cccc(C(C)=O)c2)cc1	-8	29%	7%	-8%	-1%	0%	-15%	-9%	-17%
CCC(=O)Nc1nnc(SCC(=O)NCC2CCCO2)s1 (stereo unspecified)	-6	/	-21%	-10%	-2%	/	/	/	-21%
Cc1ccc(C)c(S(=O)(=O)c2cn(Cc3ccccc3)c3cc(N4CCCC4)c(F)cc3c2=O)c1	3	3%	67%[activator]	-4%	-3%	-3%	88%[activator]	/	-18%
CCC(=O)OCC(=O)Nc1ccc(OC)cc1[N+](=O)[O-]	-4	46%	35%[activator]	-18%	2%	-4%	-10%	15%	-5%
CC(C)[C@H](NC(=O)CNC(=O)OC(C)(C)C)C(=O)N[C@H](C=O)C(C)C	/	/	/	7%[19.4 µM]	2%	/	-2%	1%	/

Profiles, quoted from the list. Screens in order: LDHA inh | POLB inh | POLI inh | POLK inh | GRP78 ERSR act | BLM inh | Apoferritin bind | APEX1 inh | Pol eta inh
CCC(=O)C1CCCN(C(=O)CCc2nnc(C3(c4ccc(Cl)cc4)CCC3)o2)C1 (stereo unspecified) reads -6 | 5% | 17% | 0% | 9% | -1% | -16% | 35% | -14%
COc1cccc(C2(O)CCN(C(=O)C(C)C)CC2)c1 reads -1 | 10% | 20% | 5% | -2% | -4% | -1% | 2% | -21%
Cc1c(C(=O)N2CCN(c3ccc(F)cc3)CC2)sc2ncnc(N3CCN(c4ccccn4)CC3)c12 reads -9 | 0% | 12% | -15% | -1% | -5% | -8% | -11% | -17%

New compounds follow
SMILES	LDHA inh	POLB inh	POLI inh	POLK inh	GRP78 ERSR act	BLM inh	Apoferritin bind	APEX1 inh	Pol eta inh
CC(C)CN1C(=O)C(=O)N(CC(=O)N(C)CC(=O)Nc2ccc(F)cc2)C1=O	-5	/	25%	-15%	-3%	/	/	10%	-17%
Cc1cccc(Nc2nc(C)cc(C)c2C#N)c1	-14	-13%	11%	-2%	-4%	-1%	8%	8%	-19%
CC1(c2ccccc2Br)NC(=O)N(CC(=O)N2CCc3ccccc3C2)C1=O (stereo unspecified)	-3	/	31%[activator]	-14%	-3%	/	/	9%	-9%
c1ccc(-c2ccccc2OCCOCCN2CCc3ccccc3C2)cc1	0	-1%	33%[activator]	-26%	-3%	-8%	-8%	0%	-23%
O=C(Cc1c2ccccc2nc2ccccc12)c1ccccc1	-7	11%	19%	-4%	-5%	-15%	-5%	-3%	?
COc1ccc(Cn2ccc3nc(C)c(C(=O)Nc4ccc(OC)cc4OC)cc3c2=O)cc1	0	0%	19%	23%	-3%	7%	2%	/	-12%
CC(C)(C)c1csc(N/N=C/c2cccnc2)n1	-10	9%	178%[activator]	-4%	6%	1%	?	-7%	0%
COc1ccccc1CNC(=O)c1cccc(S(=O)(=O)N2CCN(c3ccc(F)cc3)CC2)c1	2	/	23%	2%	-3%	/	/	-11%	-21%
Cc1ccc2cc(C#N)c(N3CCN(C(=O)c4ccccc4)CC3)nc2c1	1	3%	4%	7%	-2%	-11%	-1%	7%	-4%
CSCCC(NC(=O)c1ccco1)C(=O)NC1CCC(C)CC1 (stereo unspecified)	-1	/	18%	2%	4%	/	/	7%	-6%
O=c1[nH]nc(CNc2ccc(Cl)cc2Cl)c2ccccc12	-1	-20%	-19%	12%	-5%	-4%	-9%	-1%	-3%
O=C(CNC(=O)c1ccccc1Br)N/N=C/c1cccs1	-2	1%	19%	8%	1%	-5%	-21%	5%	-4%
COc1ccc(-n2c(CNc3ccc(C)cc3)nnc2SCc2ccccc2)cc1	4	-24%	-10%	-8%	-5%	-15%	?	2%	-16%
C1CCN(c2nc(N3CCCC3)nc(N3CCNCC3)n2)C1	/	15%	/	/	/	-2%	-1%	7%	/
CC(=O)c1cc(CN2C(=O)c3ccccc3C2=O)cs1	-5	31%[activator]	20%	-13%	-3%	-1%	-20%	18%	-9%
O=C(NNC(=O)c1ccccc1Br)c1ccc(SCC2CCCO2)c([N+](=O)[O-])c1 (stereo unspecified)	-4	2%	8%	-5%	-2%	-1%	?	0%	-10%
CCNc1nc2nc3ccc(C)cn3c(=O)c2cc1C(=O)NCC1CCCO1 (stereo unspecified)	-4	-17%	-25%	-5%	-5%	33%[activator]	156%[activator]	-1%	-5%
COc1cccc(N2CCN(C(=O)c3cnc4c(C)cccn4c3=O)CC2)c1	11	0%	16%	-7%[60.1 µM]	-2%	1%	3%	/	-15%
Cc1ccc(-n2c(N)c(C(N)=O)sc2=S)cc1	-4	5%	16%	-18%	-4%	3%	-15%	3%	-13%
COc1ccc(CNCCC(c2ccccc2)c2ccc3c(c2)OCO3)cc1 (stereo unspecified)	22&6	1%&-2%	4%&-6%	-2%&-9%	-12%&-1%	?	-2%&-14%	-8%	-22%&-16%
Cc1ccc(S(=O)(=O)Nc2cc(C(F)(F)F)ccc2N2CCOCC2)cc1	-4	0%	3%	0%	1%	3%	3%	-5%	-25%
CC(=O)c1ccc(Nc2nc(-c3cccnc3)cs2)cc1	-1	21%	28%	-1%	2%	-8%	0%	22%	-4%
CC1CCN(C(=O)CCC(=O)Nc2nnc(C(F)(F)F)s2)CC1	1	26%	3%	-15%	1%	-3%	-4%	1%	-11%
COc1ccc(C(=O)NCc2nnc(SCC(=O)NCc3ccco3)o2)cc1OC	-5	7%	?	-32%	-4%	0%	-3%	28%	-15%

Bioassay records from PubChem.

Not all compounds are listed; the hit share may differ from the screen's.
